Screening results: PubChem BioAssay, The Scripps Research Institute Molecular Screening Center
LYPLA2 counter: LYPLA2 inhibitors, primary screen, counter-screen for PME1 inhibitor project, biochemical, fluorescence polarization, FP-Rh probe ABPP | Acyl-protein thioesterase 2 (Homo sapiens), O95372 | inhibition, % at 5.9 µM | recombinant LYPLA2 | 320,000 tested, 0.38% active | AID 2177, 2009;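 active = inhibition above the screen-wide mean plus 3 SD, limit set per campaign, cut at about 26% in these data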;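 note: 0% = LYPLA2 with DMSO and 100% = wells lacking LYPLA2 enzyme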
Target sequence (O95372 whole entry, looked up): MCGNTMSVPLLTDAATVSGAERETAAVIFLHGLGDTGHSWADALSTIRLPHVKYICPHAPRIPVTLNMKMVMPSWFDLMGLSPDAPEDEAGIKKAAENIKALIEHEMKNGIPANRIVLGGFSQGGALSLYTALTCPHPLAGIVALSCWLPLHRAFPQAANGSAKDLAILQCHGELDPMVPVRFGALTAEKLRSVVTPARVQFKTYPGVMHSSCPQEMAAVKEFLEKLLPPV
PAFAH1B2 inh: PAFAH1B2 enzyme inhibitors, primary screen, biochemical, fluorescence polarization, human; Platelet-activating factor acetylhydrolase IB subunit alpha2 (Homo sapiens), P68402; recombinant PAFAH1B2, FP-rhodamine activity probe; inhibition, % at 3.39 µM; 340,000 tested, 1.2% active;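 active = inhibition above the mean of all tested compounds plus 3 SD, cut at about 24% in these data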;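 note: 0% = enzyme with DMSO and 100% = wells lacking PAFAH1B2; many of its hits are not listed in these tables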
GSTO1 counter: inhibitors of recombinant GSTO1, primary screen, counter-screen for RBBP9 inhibitor project, biochemical, fluorescence polarization. activity-based probe fluorescence polarization. inhibition, % at 5.96 µM. 300,000 tested, 1.1% active. AID 1974, 2009;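 active = inhibition above the campaign mean inhibition plus 3 SD, cut at about 35% in these data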;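 note: 0% = GSTO1-1 with DMSO and 100% = wells lacking GSTO1-1 enzyme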
Target sequence (P78417 whole entry, looked up): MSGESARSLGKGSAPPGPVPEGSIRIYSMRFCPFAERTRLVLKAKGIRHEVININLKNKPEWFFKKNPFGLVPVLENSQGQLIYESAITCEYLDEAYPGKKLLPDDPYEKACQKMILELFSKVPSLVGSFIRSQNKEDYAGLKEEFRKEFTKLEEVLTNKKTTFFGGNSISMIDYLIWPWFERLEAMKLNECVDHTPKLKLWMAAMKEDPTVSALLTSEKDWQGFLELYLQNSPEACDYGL
LYPLA1 inh: LYPLA1 inhibitors, primary screen, counter-screen for PME1 inhibitor project, biochemical, fluorescence polarization, FP-Rh probe ABPP. Acyl-protein thioesterase 1 (Homo sapiens), O75608. recombinant LYPLA1. inhibition, % at 5.9 µM. 320,000 tested, 0.16% active;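 active = inhibition above the mean of all tested compounds plus 3 SD, set per campaign, cut at about 14% in these data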;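 note: inhibitors block serine hydrolase probe labeling of LYPLA1 so polarization falls; 0% = enzyme with DMSO and 100% = wells lacking LYPLA1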
PME-1 primary: PME-1 inhibitors via competitive probe labeling, primary screen, biochemical, fluorescence polarization, FP-Rh probe, HTS; Protein phosphatase methylesterase 1 (Homo sapiens), Q9Y570; recombinant PME-1; inhibition, % at 5.9 µM; 320,000 tested, 0.53% active; AID 2130, 2009;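 active = inhibition above the campaign mean of all compounds plus 3 SD, cut at about 26% in these data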;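 note: competitive labeling of PME-1 active site by serine hydrolase directed probe; 0% = PME-1 with DMSO and 100% = wells lacking PME-1 enzyme; inhibitors block probe labeling so polarization falls and inhibition rises; many of its hits are not listed in these tables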
Target sequence (Q9Y570 whole entry, looked up): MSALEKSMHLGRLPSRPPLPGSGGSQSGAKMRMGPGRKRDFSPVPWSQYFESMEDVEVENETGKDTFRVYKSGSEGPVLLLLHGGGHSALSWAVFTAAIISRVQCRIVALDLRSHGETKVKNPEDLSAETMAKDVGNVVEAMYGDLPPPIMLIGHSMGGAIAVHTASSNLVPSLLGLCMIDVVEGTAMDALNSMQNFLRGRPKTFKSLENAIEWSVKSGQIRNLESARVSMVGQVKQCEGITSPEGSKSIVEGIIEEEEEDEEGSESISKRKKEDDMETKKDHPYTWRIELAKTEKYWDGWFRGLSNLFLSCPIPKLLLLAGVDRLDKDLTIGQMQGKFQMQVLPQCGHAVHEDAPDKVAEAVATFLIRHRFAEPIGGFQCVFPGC
PAFAH1B3 FP inh: PAFAH1B3 enzyme inhibitors, primary screen, biochemical, fluorescence polarization, human | recombinant PAFAH1B3, FP-rhodamine probe | inhibition, % at 3.39 µM | 340,000 tested, 0.28% active | Platelet-activating factor acetylhydrolase IB subunit alpha1 (Homo sapiens), Q15102 | AID 492972, 2010;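 active = inhibition above the screen-wide average of all tested compounds plus 3 SD, cut at about 25% in these data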;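 note: 0% = enzyme with DMSO only and 100% = wells lacking PAFAH1B3 protein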
PREPL inhibitor: PREPL enzyme inhibitors, primary screen, biochemical, fluorescence polarization. Prolyl endopeptidase-like (Homo sapiens), Q4J6C6. recombinant PREPL, fluorescence polarization activity-based probe. inhibition, % at 5.96 µM. 320,000 tested, 0.68% active. AID 2751, 2010; in the data active = inhibition above about 43%;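 note: 0% = enzyme with DMSO and 100% = wells lacking enzyme; many of its hits are not listed in these tables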
PAD4 inh: human PAD4 inhibitors, primary screen, biochemical, fluorescence polarization, 1536-well format; Protein-arginine deiminase type-4 (Homo sapiens), Q9UM07; recombinant PAD4, RCA probe fluorescence polarization; inhibition, % at 6.36 µM; 330,000 tested, 0.41% active;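 active = percent inhibition above a cutoff equal to the mean of all tested compounds plus 3 SD, cut at about 15% in these data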;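 note: 0% = PAD4 with RCA probe and DMSO and 100% = probe without PAD4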
pPAFAH FP inh: pPAFAH enzyme inhibitors, primary screen, biochemical, fluorescence polarization, human. recombinant pPAFAH, FP-rhodamine probe fluorescence polarization. inhibition, % at 3.39 µM. 330,000 tested, 1.5% active. AID 463082, 2010;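 active = inhibition above the mean inhibition across the screen plus 3 SD, cut at about 25% in these data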;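 note: inhibitors block binding of the rhodamine activity-based probe so polarization drops; 0% = enzyme with DMSO and 100% = wells lacking pPAFAH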
The depositor's hits bear a star. This is a subset; count on the stated rates, not on these rows.

Results for O=C(NN1C(=O)C2C3c4ccccc4C(c4ccccc43)[C@@H]2C1=O)c1ccccc1 (stereo partly specified) ?
LYPLA2 counter: 4; PAFAH1B2 inh: 1; GSTO1 counter: 2; LYPLA1 inh: 3; PME-1 primary: -2; PAFAH1B3 FP inh: 2; PREPL inhibitor: -4; PAD4 inh: -2; pPAFAH FP inh: 7

How did CCN1C(=O)N[C@@H](c2cccc(C(F)(F)F)c2)[C@H](C(=O)OC)[C@H]1C do in these assays?
LYPLA2 counter: -7; PAFAH1B2 inh: 3; GSTO1 counter: 4; LYPLA1 inh: -5; PME-1 primary: -2; PAFAH1B3 FP inh: 10; PREPL inhibitor: 7; PAD4 inh: 1; pPAFAH FP inh: -6

How did O=C(O)C1CCCN1C(=O)OCc1ccccc1 (stereo unspecified) do in these assays?
LYPLA2 counter: -1; PAFAH1B2 inh: 6; GSTO1 counter: 8; LYPLA1 inh: 0; PME-1 primary: -3; PAFAH1B3 FP inh: 0; PREPL inhibitor: 1; PAD4 inh: -1; pPAFAH FP inh: 3

Results for Cc1ccccc1-c1nc(CS(=O)(=O)CC(=O)NC2CCCC2)c(C)o1 ?
LYPLA2 counter: 5; PAFAH1B2 inh: 7; GSTO1 counter: 10; LYPLA1 inh: -2; PME-1 primary: -16; PAFAH1B3 FP inh: 10; PREPL inhibitor: -6; PAD4 inh: -3; pPAFAH FP inh: -1

How did COc1cc(CC(=O)Nc2ccc(S(=O)(=O)Nc3ncccn3)cc2)cc(OC)c1OC do in these assays?
LYPLA2 counter: -5; PAFAH1B2 inh: 0; GSTO1 counter: 6; LYPLA1 inh: 2; PME-1 primary: -5; PAFAH1B3 FP inh: 0; PREPL inhibitor: 5; PAD4 inh: -1; pPAFAH FP inh: 4

Results for O=C(CSc1nccc(=O)[nH]1)Nc1ccc(F)c([N+](=O)[O-])c1 ?
LYPLA2 counter: 0; PAFAH1B2 inh: 4; GSTO1 counter: 32; LYPLA1 inh: -2; PME-1 primary: -4; PAFAH1B3 FP inh: -7; PREPL inhibitor: -2; PAD4 inh: -4; pPAFAH FP inh: -6

How did O=C(Nn1c(-c2ccc(Br)cc2)nc2ccccc2c1=O)c1cccnc1 do in these assays?
LYPLA2 counter: -2; PAFAH1B2 inh: 3; GSTO1 counter: -6; LYPLA1 inh: -2; PME-1 primary: -3; PAFAH1B3 FP inh: 7; PREPL inhibitor: 10; PAD4 inh: 3; pPAFAH FP inh: -1

Results for COC(=O)c1c(N=CN(C)C)c(C#N)c2n1CCCC2 ?
LYPLA2 counter: 3; PAFAH1B2 inh: 1; GSTO1 counter: -1; LYPLA1 inh: 1; PME-1 primary: -1; PAFAH1B3 FP inh: 5; PREPL inhibitor: 3; PAD4 inh: 0; pPAFAH FP inh: 1

How did O=C(CCNS(=O)(=O)c1ccc(Br)s1)NCc1ccccc1 do in these assays?
LYPLA2 counter: 1; PAFAH1B2 inh: 8; GSTO1 counter: -3; LYPLA1 inh: 0; PME-1 primary: 1; PAFAH1B3 FP inh: -1; PREPL inhibitor: -9; PAD4 inh: -3; pPAFAH FP inh: 1

How did CCCCCCCNC(=O)C1(CC2CC(c3ccccc3)=NO2)CCNCC1 (stereo unspecified) do in these assays?
LYPLA2 counter: 5; PAFAH1B2 inh: 2; GSTO1 counter: 0; LYPLA1 inh: 2; PME-1 primary: -1; PAFAH1B3 FP inh: -4; PREPL inhibitor: 7; PAD4 inh: 3; pPAFAH FP inh: -1

How did O=C(CN(Cc1ccccc1)C(=O)CCC(=O)Nc1ccccn1)NCc1ccco1 do in these assays?
LYPLA2 counter: 6; PAFAH1B2 inh: -5; GSTO1 counter: 2; LYPLA1 inh: 1; PME-1 primary: 2; PAFAH1B3 FP inh: 3; PREPL inhibitor: -14; PAD4 inh: -1; pPAFAH FP inh: 0

How did Cc1ccc(OCC(=O)Nc2ccc(-c3nc4ncccc4o3)cc2)cc1 do in these assays?
LYPLA2 counter: 3; PAFAH1B2 inh: 5; GSTO1 counter: -6; LYPLA1 inh: -1; PME-1 primary: -11; PAFAH1B3 FP inh: 6; PREPL inhibitor: 15; PAD4 inh: -3; pPAFAH FP inh: -3

Results for O=C(/C=C/c1ccc(Br)cc1)c1ccco1 ?
LYPLA2 counter: 1; PAFAH1B2 inh: -2; GSTO1 counter: -3; LYPLA1 inh: 0; PME-1 primary: -2; PAFAH1B3 FP inh: -8; PREPL inhibitor: -3; PAD4 inh: -7; pPAFAH FP inh: 1

How did C=C(C)CNC(=S)NNC(=O)c1ccncc1 do in these assays?
LYPLA2 counter: -2; PAFAH1B2 inh: 2; GSTO1 counter: 9; LYPLA1 inh: -3; PME-1 primary: -1; PAFAH1B3 FP inh: -3; PREPL inhibitor: 10; PAD4 inh: -1; pPAFAH FP inh: -3

Results for Cc1ccc(CS(=O)(=O)c2cn(CC(=O)N3CCOCC3)c3ccccc23)cc1 ?
LYPLA2 counter: 3; PAFAH1B2 inh: 0; GSTO1 counter: -7; LYPLA1 inh: 2; PME-1 primary: 2; PAFAH1B3 FP inh: 6; PREPL inhibitor: 1; PAD4 inh: -7; pPAFAH FP inh: 0

How did COc1ccc(NC(=S)NCc2ccccn2)cc1OC do in these assays?
LYPLA2 counter: -1; PAFAH1B2 inh: 2; GSTO1 counter: -1; LYPLA1 inh: 2; PME-1 primary: -5; PAFAH1B3 FP inh: 0; PREPL inhibitor: 5; PAD4 inh: -4; pPAFAH FP inh: 1

What do the screens show for `CCc1nnc(NC(=O)C2CCCN(S(=O)(=O)c3ccc(OC)cc3)C2)s1` (stereo unspecified)?
LYPLA2 counter: 1; PAFAH1B2 inh: 4; GSTO1 counter: 16; LYPLA1 inh: -1; PME-1 primary: 4; PAFAH1B3 FP inh: 4; PREPL inhibitor: 7; PAD4 inh: 0; pPAFAH FP inh: -1

What do the screens show for `COc1cc(OC)cc(C(=O)N2CCN(c3ccccn3)CC2)c1`?
LYPLA2 counter: -2; PAFAH1B2 inh: 4; GSTO1 counter: -2; LYPLA1 inh: -3; PME-1 primary: 6; PAFAH1B3 FP inh: 10; PREPL inhibitor: -5; PAD4 inh: -1; pPAFAH FP inh: 6

How did CCCCn1c(N)c(Sc2ccc([N+](=O)[O-])cc2)c(=O)[nH]c1=O do in these assays?
LYPLA2 counter: 5; PAFAH1B2 inh: 7; GSTO1 counter: 2; LYPLA1 inh: 3; PME-1 primary: -6; PAFAH1B3 FP inh: 8; PREPL inhibitor: 6; PAD4 inh: -4; pPAFAH FP inh: 2

How did O=C(CN1CCN(c2ccc(Cl)cc2[N+](=O)[O-])CC1)N1CCOCC1 do in these assays?
LYPLA2 counter: 8; PAFAH1B2 inh: 2; GSTO1 counter: 5; LYPLA1 inh: 2; PME-1 primary: 1; PAFAH1B3 FP inh: 8; PREPL inhibitor: 3; PAD4 inh: 1; pPAFAH FP inh: 1

Results for COC(=O)c1ccc(C(=O)OC)c(NC(=S)N2CC(C)CC(C)C2)c1 (stereo unspecified) ?
LYPLA2 counter: 1; PAFAH1B2 inh: 9; GSTO1 counter: 5; LYPLA1 inh: 1; PME-1 primary: 0; PAFAH1B3 FP inh: 5; PREPL inhibitor: -2; PAD4 inh: -3; pPAFAH FP inh: 1

How did Cc1nn(C)c(C(=O)NCc2ccc(Cl)cc2)c1Cl do in these assays?
LYPLA2 counter: 10; PAFAH1B2 inh: 3; GSTO1 counter: 0; LYPLA1 inh: -2; PME-1 primary: -3; PAFAH1B3 FP inh: 6; PREPL inhibitor: 4; PAD4 inh: 1; pPAFAH FP inh: 1

Results for CC(=O)N=C1SC2CS(=O)(=O)CC2N1c1c(Cl)cccc1Cl (stereo unspecified) ?
LYPLA2 counter: 3; PAFAH1B2 inh: -2; GSTO1 counter: 3; LYPLA1 inh: -1; PME-1 primary: 1; PAFAH1B3 FP inh: 0; PREPL inhibitor: -1; PAD4 inh: -2; pPAFAH FP inh: 11

Results for COc1cc(NS(=O)(=O)c2ccc(NC(=O)c3ccco3)cc2)nc(OC)n1 ?
LYPLA2 counter: 6; PAFAH1B2 inh: -3; GSTO1 counter: 0; LYPLA1 inh: 0; PME-1 primary: -7; PAFAH1B3 FP inh: -3; PREPL inhibitor: 6; PAD4 inh: -5; pPAFAH FP inh: 4

Results for O=C(CN1C(=O)c2ccccc2C1=O)NN1C(=O)c2ccccc2C1=O ?
LYPLA2 counter: 0; PAFAH1B2 inh: 1; GSTO1 counter: 4; LYPLA1 inh: 0; PME-1 primary: -3; PAFAH1B3 FP inh: 5; PREPL inhibitor: 11; PAD4 inh: 7; pPAFAH FP inh: -2

How did Cc1noc(N)c1C(=O)Nc1ccccc1F do in these assays?
LYPLA2 counter: 7; PAFAH1B2 inh: 0; GSTO1 counter: 5; LYPLA1 inh: 4; PME-1 primary: 0; PAFAH1B3 FP inh: 9; PREPL inhibitor: 13; PAD4 inh: -4; pPAFAH FP inh: 4

What do the screens show for `COC(=O)c1sc2nc(N3CCCCC3)c3c(c2c1N)CCCC3`?
LYPLA2 counter: 0; PAFAH1B2 inh: 3; GSTO1 counter: 4; LYPLA1 inh: 1; PME-1 primary: 11; PAFAH1B3 FP inh: 4; PREPL inhibitor: 4; PAD4 inh: -4; pPAFAH FP inh: -1

How did Cc1ccccc1C(=O)Nc1nc2n(n1)C(c1ccccc1)CC(=O)N2 (stereo unspecified) do in these assays?
LYPLA2 counter: 5; PAFAH1B2 inh: 1; GSTO1 counter: 8; LYPLA1 inh: 1; PME-1 primary: -4; PAFAH1B3 FP inh: 0; PREPL inhibitor: 5; PAD4 inh: -3; pPAFAH FP inh: 1

What do the screens show for `CC(=O)Nc1ccc(-c2ccc(NC(C)=O)cc2)cc1`?
LYPLA2 counter: 6; PAFAH1B2 inh: 0; GSTO1 counter: 1; LYPLA1 inh: 0; PME-1 primary: 5; PAFAH1B3 FP inh: -2; PREPL inhibitor: -2; PAD4 inh: -8; pPAFAH FP inh: 0

How did COc1ccc(CCn2c(-c3ccccc3)nc3c(c(=O)c4ccccc4n3C)c2=O)cc1 do in these assays?
LYPLA2 counter: -1; GSTO1 counter: 6; LYPLA1 inh: 0; PME-1 primary: 5; PREPL inhibitor: 22; PAD4 inh: 4; pPAFAH FP inh: 3

Results for COc1ccc2c(C)c(Cc3ccccc3)c(=O)oc2c1OC ?
LYPLA2 counter: 2; PAFAH1B2 inh: 8; GSTO1 counter: -2; LYPLA1 inh: 2; PME-1 primary: 3; PAFAH1B3 FP inh: 6; PREPL inhibitor: -16; PAD4 inh: -7; pPAFAH FP inh: 5
